Screening results (PubChem BioAssay)
AMA1 RON2 block: AMA1-RON2 (P. falciparum) interaction inhibition | AlphaScreen AMA1-biotinylated RON2 peptide binding | Potency, µM (series often up to 58.2 µM), inactives show at the highest dose activity change, negative = inhibition, hits mostly inhibitors | actives 0.2% (n = 360,000); active = well fitted inhibition curve with a large enough effect; inconclusive = small, poorly fitted or top-dose-only effect; inactive = no such curve, though single readings can be large or run the other way;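 also: potency is read from the fitted curve at half-maximal effect; 0% = vehicle wells and -100% = peptide control; nearly all actives have a fitted effect of over 45% in size; some results filed as inactive show a strong effect at the top dose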
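AMA1 (3D7) with his tag at 25 nM final met compounds first, then biotinylated RON2 peptide at 25 nM; detection used donor plus acceptor beads, 10 µg/mL apiece, read by AlphaScreen after 30 min at room temperature.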
HCMV antiviral: blocks human cytomegalovirus replication; HFF cells, HCMV-luciferase reporter, 72 h; active compounds read low; activity change, negative = inhibition, % at 57.5 µM; actives 4.5% (n = 410,000); in the data active = activity change below about -60%; inconclusive = no clear call, values can overlap the other calls; inactive = above about -39%
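Steps: HFFs plated, 16 h 37C; compounds added; HCMV-luciferase added to MOI 1 PFU/cell; 72 h 37C; OneGlo reagent, 5 min room temperature; luminescence read, normalized to controls.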
Starred values were filed as active, the others as inactive; ? = inconclusive; [ ] = remark or other dose. Unless noted, % is scaled to controls: 0 for no effect and ±100 for the full control effect. The list is partial. The share of hits here may be higher or lower than overall.

SMILES	AMA1 RON2 block	HCMV antiviral
CCC(CC)C(=O)N(C)c1c(C)nc2c(OCc3ccc(C#N)cc3)cccn12	5%	15
CCN(CC)C(=O)c1csc([C@H]2C[C@H](O)[C@@H](CO)O2)n1	-3%	6
Cn1c(=NC(=O)CS(=O)(=O)c2ccccc2)sc2cc(F)ccc21	-12%	-30
COc1ccc(-c2nc3cc(C)ccn3c2NCC2CCCO2)cc1OC (centres undefined)	8%	30
OC(c1ccc(-c2ccccc2)cc1)c1ncc(-c2ccc(C(F)(F)F)cc2)[nH]1 (centres undefined)	26%	-18
COC(=O)C1=C[C@@H](C(=O)OC)[C@@H]2C3=C(C(=O)[C@]2(CC(C)C)NC(=O)c2ccccc2)[C@H](C)n2c(=O)n(-c4ccccc4)c(=O)n2[C@@H]3C1	5%	12
CCOc1nc(-c2ccccc2)ccc1-c1noc(-c2ccc(OC)c(OC)c2)n1	-2%	-37
COc1cccc(CNC(=O)[C@@H]2CCCN2C(=O)[C@@H]2CCCN2S(=O)(=O)c2ccc(OC)c(C)c2)c1	-5%	6
CCC(C)CN1C(=O)CN(S(C)(=O)=O)CC1(C)C(=O)Nc1ccc2c(c1)OCCO2 (centres undefined)	1%	-19
O=C(NCC1CCCCC1)NCC1CCCCC1	-3%	-74*
Cc1ccc(-c2c(C#N)c(N)n(-c3ccc(Cl)cc3)c(=O)c2C#N)cc1	3%	0
CCCCn1nnnc1C(c1ccccc1)N1CCN(c2ccc(C(F)(F)F)cn2)CC1 (centres undefined)	5%	-4
O=[N+]([O-])c1cc(F)cc(F)c1Nc1cc(F)cc(F)c1	?	-22
CN1C(C)(C)CC(=NO)CC1(C)C	4%	?
O=C(NC1CCCCC1)c1cccc2c(-c3ccc(F)c(F)c3)coc12	-8%	-14
CNS(=O)(=O)c1ccc(CNC[C@H]2O[C@@H](n3cnc4c(=O)[nH]c(N)nc43)[C@H](O)[C@@H]2O)cc1	-1%	8
COc1ccccc1S(=O)(=O)N(C)C[C@H]1Oc2ncc(Br)cc2C(=O)N([C@H](C)CO)C[C@H]1C	-5%	21
Cc1ccc(Cc2nc3ccccc3n2C(CCc2ccccc2)c2nc3ccccc3[nH]2)cc1 (centres undefined)	-2%	17
CCOC1=C2[C@@H](CN(S(=O)(=O)c3ccccc3C)[C@H]2c2ccc(Cl)cc2)[C@H]2C(=O)N(c3ccccc3)C(=O)[C@H]2C1	-5%	-25
O=C(O)c1ccccc1NC(c1ccccc1)c1ccc2cccnc2c1O (centres undefined)	-9%	-31
Cc1c(C#N)c2n(c1C)CCCC(=O)N2	-3%	-15
COc1ccc(C(C)=O)cc1Cn1c(C)c(C(=O)NCc2ccc(C(C)C)cc2)sc1=O	-13%	3
Cc1cccc(CNC(=O)c2sc(=O)n(Cc3ccccc3C)c2C)c1	-4%	?
C/C(=N/NC(=O)c1nnn(-c2nonc2N)c1CSc1ccc(C)cc1)c1ccncc1	-14%	-14
Clc1cccc(-c2cccc3nccn23)c1	-3%	54
CN(C(=O)c1cc(COc2ccc(F)cc2Cl)on1)C1CCOC1 (centres undefined)	8%	?
COc1ccc(OC)c(NC(=O)Nc2nnc([C@H]3C[C@H](O)[C@@H](CO)O3)s2)c1	-11%	20
O=C(O)C(=Cc1ccc([N+](=O)[O-])cc1)CCc1ccccc1	-12%	-29
COc1ccc2nc(Cl)c(C=O)c(N3CCOCC3)c2c1	17%	6
CCCCCCCCCCNC(=O)CCn1[nH]c(=O)c2ccccc2c1=O	0%	-26
O=C1NC(c2cccc3ccccc23)Nc2ccc(Cl)cc21 (centres undefined)	13%	-73*
Cc1ccc(S(=O)(=O)N2C[C@H]3C(=O)C[C@@H](c4ccc(Cl)cc4)N(S(=O)(=O)c4ccccc4C)[C@H]3C[C@H]2c2ccccc2)cc1	8%	-39
COc1ccc(NC(=O)c2ccc3c(c2)S(=O)(=O)N=C2CCCCCN23)cc1S(N)(=O)=O	-2%	0
Cc1c(-c2ccccc2)c(-c2ccc(OCCN(C)C)cc2)n2ccccc12	-24%	-74*
CCN(C)C1CN(Cc2cn(Cc3cccc(C(F)(F)F)c3)nn2)S(=O)(=O)C1 (centres undefined)	1%	8
C(=NOCCc1ccccc1)c1ccccn1	12%	-4
O=C(COC(=O)c1cc(S(=O)(=O)N2CCOCC2)ccc1Cl)c1ccc[nH]1	-13%	-1
COc1cc(OC)nc(C(NC(=O)C2CCN(Cc3ccc(Oc4ccccc4)cc3)CC2)c2ccc(F)cc2)n1 (centres undefined)	-5%	16
COc1cc2c(c(OC)c1OC)C(=O)CO2	11%	-3
COC(=O)[C@@]12C[C@@H](CC(=O)N3CCN(C(=O)c4ccco4)CC3)C(=O)N(CCc3ccc(OC)c(OC)c3)C1=CCC(C)(C)C2	-12%	15
O=C(NC(=O)c1c(F)cccc1F)Nc1cccc(Oc2ncc(Cl)cn2)c1	7%	-37
O=C(N=Nc1c(O)[nH]c2ccccc12)Nc1ccccc1	-16%	95
Cc1ccc(C(=O)Nc2ccccc2C(=O)O)cc1S(=O)(=O)Nc1ccc(Br)cc1	-6%	18
CCCCNC(=O)C1(C)CCN1C(=O)c1csnn1 (centres undefined)	0%	?
COc1ccc(-c2csc(C(C)(O)c3cccc(F)c3)n2)cn1 (centres undefined)	11%	-37
CC1(C(=O)NS(=O)(=O)c2cccc(F)c2)CCN1C(=O)Cc1cc(F)ccc1F (centres undefined)	8%	-3
Cc1ccc(-c2nc3cc(C)c(Br)c(C)n3c2Cc2cccc(F)c2)cc1	-9%	95
CCOC(=O)c1c2c(n(Cc3ccccc3)c1C)C(=O)C(=O)c1ccccc1-2	?	0
COc1ccc(CNC(=O)c2sc(=O)n(Cc3ccccc3C)c2C)cc1	-14%	-36
CCOC(=O)[C@]12CCC=C1N(Cc1cccc3ccccc13)C(=O)[C@H](CC(=O)NCCc1ccccc1OC)C2	-24%	19
O=C(NCC1CC1)c1cccs1	1%	18
O=C1NC[C@@H](CCCCN2CCN(CCc3ccc(O)cc3)C(=O)C2=O)N(CCc2ccc(O)cc2)C1=O	-5%	18
Cc1cc(Br)cn2c(Cc3ccccc3)c(-c3ccc(F)cc3)nc12	-5%	17
COC(=O)C1NC(=O)N2C(C(=O)OC)C(C)(C)S[C@H]12 (some centres undefined)	4%	-20
COCCNC(=O)C1(C)CCCN(Cc2ccc(-c3ccccn3)cc2)C1 (centres undefined)	9%	27
CCc1nc2c(OCc3ccc(F)c(F)c3)cccn2c1N(C)C(=O)C(C)C	-2%	-18
O=C(COc1ccc(F)cc1Cl)N(Cc1nnc(-c2ccccc2Cl)o1)C1CC1	19%	117
CN(C(=O)C=Cc1ccco1)c1ccccc1	5%	18
Cc1cccc(NC(=O)CN2CCN(C(=O)CNC(=O)c3ccc(-c4ccccc4)cc3)CC2)c1C	1%	?
COc1ccc(OC)c(/C=N/NC(=O)c2cccc3ccccc23)c1	-14%	-5

Shown as a markdown table: part of the list above
| molecule | AMA1 RON2 block | HCMV antiviral |
| --- | --- | --- |
| CCOC(=O)c1c2c(n(Cc3ccccc3)c1C)C(=O)C(=O)c1ccccc1-2 | ? | 0 |
| COc1ccc(CNC(=O)c2sc(=O)n(Cc3ccccc3C)c2C)cc1 | -14% | -36 |
| CCOC(=O)[C@]12CCC=C1N(Cc1cccc3ccccc13)C(=O)[C@H](CC(=O)NCCc1ccccc1OC)C2 | -24% | 19 |
| O=C(NCC1CC1)c1cccs1 | 1% | 18 |
| O=C1NC[C@@H](CCCCN2CCN(CCc3ccc(O)cc3)C(=O)C2=O)N(CCc2ccc(O)cc2)C1=O | -5% | 18 |
| Cc1cc(Br)cn2c(Cc3ccccc3)c(-c3ccc(F)cc3)nc12 | -5% | 17 |
| COC(=O)C1NC(=O)N2C(C(=O)OC)C(C)(C)S[C@H]12 (some centres undefined) | 4% | -20 |
| COCCNC(=O)C1(C)CCCN(Cc2ccc(-c3ccccn3)cc2)C1 (centres undefined) | 9% | 27 |
| CCc1nc2c(OCc3ccc(F)c(F)c3)cccn2c1N(C)C(=O)C(C)C | -2% | -18 |
| O=C(COc1ccc(F)cc1Cl)N(Cc1nnc(-c2ccccc2Cl)o1)C1CC1 | 19% | 117 |
| CN(C(=O)C=Cc1ccco1)c1ccccc1 | 5% | 18 |
| Cc1cccc(NC(=O)CN2CCN(C(=O)CNC(=O)c3ccc(-c4ccccc4)cc3)CC2)c1C | 1% | ? |
| COc1ccc(OC)c(/C=N/NC(=O)c2cccc3ccccc23)c1 | -14% | -5 |

(further entries)
SMILES	AMA1 RON2 block	HCMV antiviral
COCc1cccc(-c2csc(C(O)c3ccc(OC)cc3)n2)c1 (centres undefined)	0%	8
O=C1[C@H]2[C@H](C=CC[C@H]2C(=O)N2CCN(c3ccccc3)CC2)CCN1Cc1ccccc1	11%	-21
CCCCC1Cc2[nH]c(=S)[nH]c(=O)c2C(c2ccc(C(C)C)cc2)O1 (centres undefined)	84%[activator]	-19
C[C@H](O)C#Cc1cnc2c(c1)C(=O)N([C@H](C)CO)C[C@@H](C)[C@H](CN(C)C(=O)Nc1ccc(C(F)(F)F)cc1)O2	0%	-35
O=C1C2C3C=CC(CC3)C2C(=O)N1c1ccc(Br)cc1 (centres undefined)	0%	-25
C#Cc1ccc([C@H]2C=C(C(=O)NCc3ccccc3)O[C@@H](OCc3ccc(CO)cc3)C2)cc1	0%	-30
Cn1nc(SCc2ccccc2)c(=O)n(C(c2ccccc2)c2ccccc2)c1=O	-6%	34
CCc1nc2ccc(C(=O)NCCCn3ccnc3)cn2c1N(CC)Cc1cccc(Br)c1	13%	-5
CCN(c1ccccc1)S(=O)(=O)c1cccc(C(=O)OCC(=O)c2c(N)n(C)c(=O)n(C)c2=O)c1	0%	0
Cc1nc(N)[nH]c(=O)c1CCCNc1ccc(CCCCC2(CCl)OCCO2)cc1	-17%	-34
CCOC(=O)c1c(SCCN2CCCC2)n(-c2ccccc2)c(=S)n(-c2ccccc2)c1=O	-13%	62
CCCC1(CC(C)CC)C(=O)NC(=O)NC1=O (centres undefined)	2%	-33
O=c1[nH]cc(C=NNc2ccccc2)c(=O)[nH]1	4%	-29
Cc1cccc(C)c1-n1nnnc1C(c1ccnc2ccccc12)N1CCN(CCN(C)C)CC1 (centres undefined)	5%	-9
CC[C@H](C)[C@H](NC(=O)OCc1ccccc1)C(=O)OCC(=O)N1CCN(c2ccc(F)cc2)CC1	-8%	22
CC(OC(=O)c1ccc2c(c1)OCO2)C(=O)NC1CCCCC1 (centres undefined)	5%	-17
O=C(COC(=O)Cc1ccc(Br)cc1)NCc1ccccc1	2%	17
C[C@H](CO)N1C[C@H](C)[C@@H](CN(C)Cc2cccc(C(=O)O)c2)OCc2cnnn2CCCC1=O	-3%	3
COCc1nnc(NS(=O)(=O)c2ccc(OC)cc2)s1	0%	0
COc1ccc(NC(=O)C2(C)Cc3c(-c4cccc(C(N)=O)c4)ccnc3O2)cc1 (centres undefined)	2%	-19
O=C(O)C(c1ccccc1)C1(O)CCC1 (centres undefined)	31%[activator]	61
O=C(c1ccoc1)N1CCN(c2cc(-c3ccncc3)nc3cc(-c4cccc(Cl)c4)nn23)CC1	5%	-14
O=C(Nc1ccc2ccccc2c1)c1ccccc1[N+](=O)[O-]	5%	105
COc1ccc(CSC2=C(C#N)C(=O)NC3(CCCCC3)S2)cc1	1%	3
C[C@@H]1CCCCO[C@H](CN(C)C(=O)Cc2ccccc2)[C@@H](C)CN([C@H](C)CO)C(=O)c2cc(N(C)C)ccc2O1	-5%	7
O=c1[nH]c2ccccc2n1C1CCN(C(c2cccc3ccccc23)c2nnnn2-c2ccc3c(c2)OCCO3)CC1 (centres undefined)	-15%	-76*
COCOc1cccc(CN2CCC(C)(Oc3cccc(OC)c3)C2)c1 (centres undefined)	?	27
Cc1ccc(S(=O)(=O)N/N=C/c2ccc(OCC(=O)NC(C)C)cc2)cc1	2%	-17
COCCNC(=O)C1(C)CCCN(C(=O)c2ccc(N(C)C)cc2)C1 (centres undefined)	3%	13
OCCCn1c(CCNc2nc(-c3ccc(F)cc3)cs2)nc2cc(C(F)(F)F)ccc21	35%[activator]	?
CN1CCN(c2ncnc3c2ncn3[C@H]2CN(Cc3cccs3)C[C@@H](CO)O2)CC1	-1%	-31
Oc1ccccc1C=NN1CCCCCC1	?	-30
O=C(Nc1cccc2cccnc12)c1ccccc1Cl	8%	48
CC(C)Cc1nnc(NC(=O)c2ccc(-n3cncn3)c([N+](=O)[O-])c2)s1	-2%	-25
Cn1ccc2c(N(c3ccccc3)C3CCCCC3)cc3c(c21)C1CCC3O1 (centres undefined)	-1%	-20
Cc1ccc(CSCC(=O)Nc2cc(S(=O)(=O)N3CCOCC3)ccc2OCC(F)(F)F)cc1	-8%[11.6 µM]	-10
COc1ccc(NC(=O)C2(C)CCN2C(=O)Cc2ccc(Cl)cc2Cl)cc1OC (centres undefined)	0%	9
CC1=C(C)CC2(C(=O)NC(=S)NC2=O)C(C)C1 (centres undefined)	20%	25
COC(=O)c1cn(C(=O)c2ccc3c(c2)OCO3)c2ccccc12	8%	108
C/C(Nc1ccc(Cl)cc1)=C1/CCOC1=O	11%	13
c1ccc(-c2nn(-c3ccccc3)[n+](-c3ccccc3)n2)cc1	23%	-95*
O=C1NC[C@H](CCCCN2C[C@H](Cc3ccc(O)cc3)N(CC3CCCCC3)C(=O)C2=O)N(CCc2ccccc2)C1=O	-8%	-9
CCOc1ccc(Oc2ccc(NS(=O)(=O)c3ccc(CCC(=O)O)cc3)cc2)cc1	-24%	-24
